High-throughput results as filed in PubChem.
NTR1 agonist: agonists of NTR1, primary screen, imaging, U2OS cells, beta-arrestin-GFP, high content (AID 493036); P30989; hit rate 0.17% among 330,000; activation, % at 20 µM; NTR1-U2OS beta-arrestin-GFP spot imaging, agonist mode;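 active = activation at or above 40% of the spot to cytoplasm intensity ratio, with at least 20 cells analyzed; inconclusive = wells under 20 cells, flagged as cytotoxic or low count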;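 also: 0% = DMSO without peptide and 100% = 100 nM NTR1 peptide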
Target sequence (P30989 whole entry, looked up): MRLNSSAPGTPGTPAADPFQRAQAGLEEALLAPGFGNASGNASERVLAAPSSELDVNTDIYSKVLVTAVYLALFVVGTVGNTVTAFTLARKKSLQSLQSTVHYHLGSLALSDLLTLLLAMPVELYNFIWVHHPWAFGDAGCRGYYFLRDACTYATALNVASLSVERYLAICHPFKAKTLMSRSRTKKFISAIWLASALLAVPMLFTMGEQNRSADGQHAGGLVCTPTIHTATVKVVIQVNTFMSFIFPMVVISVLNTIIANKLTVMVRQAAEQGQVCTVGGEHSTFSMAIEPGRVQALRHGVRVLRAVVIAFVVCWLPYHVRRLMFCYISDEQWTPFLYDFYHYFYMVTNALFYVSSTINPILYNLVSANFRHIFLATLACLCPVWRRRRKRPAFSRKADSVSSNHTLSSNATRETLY
West Nile virus CPE: inhibition of WNV-induced cytopathic effect – cell-based, CPE readout (AID 1621). West Nile virus-infected cells, CPE inhibition; higher % means a stronger effect. one-dose CPE inhibition, % at 10 µM; IC50 in µM for titrated hits. hit rate 0.02% among 290,000; in the data active = a potency from the dose series; inconclusive = CPE inhibition mostly from about 3.7% at the one dose, without a potency; inactive = the rest, 99 in 100 with CPE inhibition below about 2.2%; also: strong numbers were not always called active
Large T inhibition: SV40 large T antigen inhibitors, biochemical (AID 1903); SV40 large T antigen ATPase/helicase inhibition assay; higher % means a stronger effect; hit rate 0.39% among 310,000; inhibition, % at 20 µM; hits with a dose series show IC50 in µM; in the data active = a potency from the dose series; inconclusive = inhibition mostly from about 32% at the one dose, without a potency; inactive = the rest, 99 in 100 with inhibition below about 32%; also: strong numbers were not always called active
T cell modulator: T cell immune modulators affecting CD8 T cell-vesicle binding; 2C CD8+ T cell-vesicle binding, flow cytometry; stronger effect = lower value; calls only at 7 µM; hit rate 0.068% among 330,000; AID 2052;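 active = response, share of CD8 T cells binding vesicles, and their 90th percentile fluorescence all below set limits, cut at about 80% in these data, passing the limit was not always enough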
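Read-out – percent CD8+ FL2 mean versus row control · System – murine 2C transgenic CD8+ T lymphocytes · Times – 1.5 h cell–vesicle binding at 37 °C, then 20 min icy labelling · Control set – naked vesicles low, QL9 vesicles with vehicle high · Detection – cytometric PE anti-B7-1 and Alexa647 anti-CD8 signals after 1% paraformaldehyde fixation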
UTI89 phage lysis: protection from phage-mediated lysis, alamar blue read-out – E. coli UTI89, K1F phage, bacterial capsule biogenesis inhibitors (AID 488966); hit rate 0.02% among 340,000; E. coli UTI89 K1F phage lysis, alamar blue, 2 h; higher % means a stronger effect; one-dose inhibition, % at 100 µM; IC50 in µM for titrated hits;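 active = phage lysis inhibition, versus mean bacterial control, above a set limit; inconclusive = no clear call, values can overlap the other calls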;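 also: capsule biogenesis inhibitors block K1F phage lysis so surviving cells raise fluorescence; higher fluorescence means more inhibition of phage lysis; actives were called in the ten point dose series up to 300 µM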
RSV CPE inhibition: RSV antiviral activity via CPE protection, HEp-2 cells, primary 10 µM value included (AID 2391) | HEp-2 cells, RSV-induced CPE inhibition; higher % means a stronger effect | one-dose CPE inhibition, % at 10 µM; IC50 in µM for titrated hits | hit rate 0.13% among 310,000; in the data active = a potency from the dose series; inconclusive = CPE inhibition mostly from about 23% at the one dose, without a potency; inactive = the rest, 99 in 100 with CPE inhibition below about 21%; also: strong numbers were not always called active
MgcRacGAP inhibition: MgcRacGAP GTPase-activating activity inhibitors, confirmation, biochemical, ADP Hunter fluorescence | MgcRacGAP-stimulated Rac1 GTP hydrolysis, ADP Hunter fluorescence; higher % means a stronger effect; GST-tagged Rac1 F28L mutant substrate | inhibition, % at 30 µM, or IC50 in µM where a hit was titrated | hit rate 0.6% among 340,000;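 active = first-screen hits whose inhibition reached a set limit at any dose in the follow-up dose series; inconclusive = inhibition above the set first-screen limit but never retested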;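 also: fluorescence reports GDP produced by GAP-driven GTP hydrolysis; strong numbers were not always called active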
Dengue-2 NS5 capping: Dengue-2 NS5 methyltransferase inhibitors, primary screen, biochemical, confirmation dose response (AID 588689); Dengue-2 NS5 methyltransferase capping enzyme assay, biochemical; higher % means a stronger effect; inhibition, % at 25 µM, or IC50 in µM where a hit was titrated; hit rate 0.3% among 340,000; in the data active = a potency from the dose series; inconclusive = inhibition above about 29% without an active follow-up result
Salmonella PhoP GFP: inhibitors of PhoP regulon expression, primary screen, Salmonella Typhimurium, GFP reporter (AID 1863); S. Typhimurium PhoP-regulated promoter GFP reporter, 4 h; higher % means a stronger effect; one-dose inhibition, % at 50 µM; IC50 in µM for titrated hits; hit rate 0.16% among 300,000;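 active = inhibition over 29.93%, a cutoff 3 SD above the screen mean, later confirmed by dose response; inconclusive = inhibition over 29.93% but no dose response follow-up; inactive = inhibition at most 29.93% or unconfirmed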;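 also: 0% = low Mg2+ inducing control and 100% = high Mg2+ repressing control; strong numbers were not always called active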
T cell modulator vesicle-bound %: also measured in T cell modulator; calls as there; double positive events, %; measured here: CD8+ vesicle-bound cell fraction;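 binding gate set so that unloaded-vesicle control wells show 10% double positive cells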
NTR1 agonist cell count 20 µM: second read-out of NTR1 agonist, no call of its own (marks repeat the call); cell count; measured here: cell count, cytotoxicity flag
Dengue-2 NS5 capping pilot replicate: second read-out of Dengue-2 NS5 capping, no call of its own (marks repeat the call); inhibition, %; measured here: pilot screen replicate inhibition
* = called active by the depositor; i = inactive; ? = inconclusive; . = no result given; [ ] = another dose, or the depositor's remark.

SMILES | NTR1 agonist | NTR1 agonist cell count 20 µM | West Nile virus CPE | Large T inhibition | T cell modulator | T cell modulator vesicle-bound % | UTI89 phage lysis | RSV CPE inhibition | MgcRacGAP inhibition | Dengue-2 NS5 capping | Salmonella PhoP GFP | others
Cn1cc(CCNC(=O)c2ccc3nc(Cc4ccccc4F)oc3c2)cn1 | 1.7 | 70 | 0.2% | 4% | i | 20 | 0.4% | 4.7% | 15% | -9% | -5%
Cc1ccc(CNC(=O)CCS(=O)(=O)c2ccc(Br)cc2)cc1 | . | . | 0.0% | 2% | . | . | 0.1% | . | 3% | -3% | -4%
COc1cc(C2(c3ccc(O)c(OC)c3)C(=O)Nc3c(C)cc(Br)cc32)ccc1O | 2.2 | 51 | . | 6% | i | 13 | -1.0% | ? | 6% | 8% | .
O=C(c1cccnc1)N(Cc1ccccc1)C1(C(=O)Nc2ccccc2)CCCCC1 | 1.4 | 67 | -0.7% | 6% | i | 28 | 1.1% | 2.1% | 7% | 3% | 22%
COc1ccc(C(C(=O)OC(C)CN(C)C)c2ccccc2)cc1 (stereo not given) | -0.6 | 42 | 0.1% | 8% | i | 12 | 0.4% | 0.0% | 6% | -1% | -3%
CC(=O)Nc1ccc(C(=O)NC2CCCC2)cc1 | -1.7 | 57 | 0.8% | 7% | i | 60 | -0.9% | 0.6% | 11% | -9% | -2%
O=C(Nc1nnc(-c2ccccc2)o1)c1cccc(S(=O)(=O)N2CCOCC2)c1 | 2.0 | 103 | . | . | i | 36 | -3.3% | . | 3% | 0% | .
CCN(CC)C(=O)Cc1c(OC)ccc2cc(Br)ccc12 | -0.5 | 46 | -1.0% | 7% | i | 53 | 2.5% | 3.5% | 6% | -2% | -7%
Cc1ccccc1CS(=O)(=O)Cc1ccc(C(=O)NCCCN2CC(C)CC(C)C2)o1 (stereo not given) | -0.4 | 68 | -0.8% | 6% | i | 43 | 0.0% | -0.8% | 5% | -6% | 2%
CCn1nnc(-c2ccccc2NS(=O)(=O)c2ccc(S(=O)(=O)N(C)C3CCCCC3)cc2)n1 | 2.1 | 97 | -0.1% | 14% | i | 17 | 0.2% | 7.7% | 0% | 2% | 1%
CC1CC(C)(C)N(C(=O)CSc2ccc(-c3ccc(F)cc3)nn2)c2ccccc21 (stereo not given) | 19 | 52 | -0.4% | 1% | i | 16 | 4.3% | 22% | 5% | -5% | 20%
C/C=C/c1ccccc1OCc1ccc(C(=O)OC)o1 | 1.2 | 69 | -0.1% | 2% | i | 38 | 0.2% | 1.1% | -6% | 0% | 5%
Cn1c(-c2ccccc2)c(CCO)c2ccccc21 | -2.4 | 79 | 0.4% | 3% | i | 16 | 0.6% | ? | 0% | 8% | -1%
COc1cccc(/C=C/C(=O)OCC(=O)NCC2CCCCC2)c1OC | -0.8 | 52 | . | . | i | 25 | -0.1%[50 µM] | -0.5% | -2% | -5% | .
COc1ccc(N2CCN(CC(=O)NC(=O)NCc3ccccc3)CC2)cc1 | 1.1 | 56 | . | . | i | 33 | 0.5%[50 µM] | 1.9% | 11% | -3% | .
Cc1ccc(/C(N)=N/OC(=O)c2ccc3ccccc3c2)cc1 | 2.1 | 71 | -0.6% | 25% | i | 63 | 0.1% | 7.0% | 8% | -6% | -3%
COC(=O)CCc1sc(Nc2ccccc2)nc1-c1ccc(OC)cc1 | 9.2 | 64 | -0.1% | 6% | i | 3 | -1.9%[50 µM] | 8.4% | 1% | -3% | -12%
N#Cc1ccccc1CN1C(=O)S/C(=C/c2cccn2-c2ccc(C(=O)O)cc2)C1=O | 0.5 | 42 | 0.2% | 21% | i | 50 | -0.8% | 3.6% | 8% | 20% | 7%
CN1CCN(C(=O)c2cc([N+](=O)[O-])ccc2Cl)CC1 | 1.2 | 63 | -0.3% | 27% | i | 56 | 0.1% | 1.8% | 7% | 4% | 11% | Dengue-2 NS5 capping pilot replicate=0.6
CCOc1cccc(NC(=O)C2CC(=O)NC(=Nc3ccccc3)S2)c1 (stereo not given) | 1.6 | 70 | 0.3% | 8% | i | 56 | 0.1% | 16% | 8% | . | -7%
CC1CCc2sc(C(=O)N/N=C/c3ccc([N+](=O)[O-])cc3)cc2C1 (stereo not given) | 2.7 | 45 | -0.6% | 22% | i | 47 | 1.8% | 3.6% | 7% | -10% | 0%
CC1=CN2C(=N)/C(=C/c3cn(CCCOc4ccccc4C)c4ccccc34)C(=O)N=C2S1 | 0.6 | 53 | -0.6% | 2% | i | 41 | 4.5% | 2.5% | 8% | -1% | -1%
CC(C)c1cc(C(F)(F)F)n2nc(C(=O)Nc3ccc(-n4cnnn4)cc3)cc2n1 | -1.0 | 59 | -0.3% | 11% | i | 50 | 0.0% | 0.5% | 1% | -1% | -1%
Cc1c(NC(=O)C2CCCNC2=O)c(=O)n(-c2ccccc2)n1C (stereo not given) | -1.2 | 80 | 0.6% | 18% | i | 3 | 5.2% | 1.1% | 1% | 2% | -3%
S=C(NCc1ccccc1)N1CCn2cccc2C1c1cccnc1 (stereo not given) | . | . | 0.8% | 8% | . | . | 0.0% | . | -1% | 1% | -2%
COc1ccc(NC(=O)c2n[nH]c(=O)c3ccccc23)cc1S(=O)(=O)N1CCCCC1 | 4.0 | 29 | -0.8% | -6% | i | 47 | 0.5% | 3.7% | 11% | -4% | 1%
COC1(OC)C=CC(=O)C=C1NC(=O)c1ccccc1OC(C)=O | 2.0 | 88 | 10% | 15% | i | 15 | 1.7% | -2.8% | 8% | 2% | -1%
CC(C)C(=O)Nc1nnc(SCC(=O)Nc2ccc3c(c2)OCCO3)s1 | -0.5 | 68 | 0.5% | 5% | i | 42 | 0.0% | 0.7% | 8% | -1% | 3%
Oc1ccc(Cl)cc1C1=NNC(c2cccs2)C1 (stereo not given) | 6.9 | 48 | -0.6% | 10% | i | 11 | 0.5%[50 µM] | 3.8% | 15% | -17% | -1%
NC(=O)c1cc(N2C(=O)C=CC2=O)ccc1Cl | -0.1 | 61 | -0.1% | 20% | i | 29 | -12% | 0.9% | 8% | 4% | -64%
COc1ccc(CNC(=S)NCc2ccc(OC)cc2)cc1 | -0.7 | 43 | -0.1% | 0% | i | 29 | 0.3% | 1.3% | 1% | 0% | 9%
CSc1sc(-c2ccnc(SCC(=O)C(C)(C)C)n2)c2c1C(=O)CC(C)(C)C2 | 4.9 | 49 | -0.5% | 4% | i | 54 | 0.9% | . | 13% | -1% | -8%
CCOC(=O)C1=C(O)/C(=C\c2ccc(CNS(=O)(=O)c3ccc(Br)cc3)o2)N=C1C | -1.7 | 55 | -0.6% | 32% | i | 49 | -0.1% | 0.2% | 15% | -2% | -3%
CCOC(=O)C1=C(Cn2cnc3ccccc32)NC(=O)NC1c1ccc(Cl)cc1 (stereo not given) | 2.7 | 73 | -0.7% | 20% | i | 21 | 2.0% | -1.4% | 7% | -13% | 5%
CCc1cc(C(=O)N=Nc2c(O)[nH]c3ccc([N+](=O)[O-])cc23)c2ccccc2n1 | 5.0 | 84 | -0.7% | 5% | i | 48 | 0.1% | 6.7% | 8% | 8% | 8%
Nc1nc(SCCO)[nH]c(=O)c1NC(=O)c1ccco1 | 0.1 | 66 | . | . | i | 23 | -0.1%[50 µM] | 0.6% | -1% | -2% | .
CCCN(CC(=O)Nc1c(C)cccc1CC)C(=O)SCC | -0.1 | 36 | 0.1% | 2% | i | 47 | 0.3% | 0.6% | 12% | -4% | -8%
Cc1cc(Cn2ccnc2)c(C)cc1Cn1ccnc1 | 3.5 | 57 | -1.0% | 0% | i | 12 | -1.6% | 0.1% | -13% | -7% | 3%
COc1ccc(O)c(/C=N/c2nc3ccccc3n2C)c1 | 2.3 | 60 | 0.0% | 11% | i | 61 | -1.6% | 2.2% | -6% | 3% | 1%
CC(=O)Nc1cccc(Oc2nc(-c3ccccn3)nc3ccccc23)c1 | 0.0 | 46 | 1.1% | 9% | i | 29 | . | . | . | . | 6%
N=C1C(c2nc3ccccc3s2)=C(O)CN1NC(=O)c1c[nH]c2ccccc12 | -1.5 | 86 | -0.3% | 10% | i | 58 | -0.1% | 2.9% | -9% | 8% | -3%
O=Cc1ccc(-n2cc(C=O)c3ccccc32)cc1 | 0.4 | 49 | -0.5% | 6% | i | 22 | 0.2% | 1.5% | 4% | -1% | -1%
CCc1n[nH]c(=S)n1/N=C/c1c[nH]c2ccc(Br)cc12 | 14 | 46 | 0.0% | 4% | i | 33 | 1.1% | 13% | 7% | -4% | 0%
O=C(COC(=O)/C=C/c1cccs1)NC(=O)Cc1ccccc1 | -1.8 | 29 | -0.4% | -10% | i | 56 | -0.2% | 1.5% | 10% | 3% | 5%
NC(=O)c1ccccc1NC(=O)NC1CCCCC1 | -0.3 | 103 | -0.4% | 7% | i | 24 | 0.8% | 0.0% | 3% | -8% | 5%
CSCC(O)Cn1[nH]c(=O)c2cc(Cl)c(Cl)cc2c1=O (stereo not given) | 0.1 | 57 | 1.4% | 4% | i | 20 | -2.2% | 0.8% | -12% | 7% | -1%
COc1ccc(NS(=O)(=O)c2cc(NC(=O)c3ccc(Cl)cc3)ccc2N2CCOCC2)cc1 | 0.8 | 49 | . | . | i | 9 | 1.4% | . | 9% | ? | .
O=C(COC(=O)c1cccnc1Nc1ccccc1F)NC1CC1 | -2.1 | 52 | 0.0% | 12% | i | 43 | 1.4% | 0.4% | 6% | -3% | -5%
COCCCn1c(SCC(=O)Nc2ccc3c(c2)OCCO3)nnc1-c1ccoc1C | -0.4 | 56 | -1.4% | 3% | i | 42 | 7.4% | -0.4% | -1% | -7% | -5%
CC(C)(C)OC(=O)NCCc1nnc(SCc2ccc(Cl)cc2Cl)o1 | 3.5 | 80 | 0.0% | -1% | i | 18 | -0.5% | 3.1% | -2% | -9% | 6%

Not a hit list; 1.5% or so of the library scored in one or more.
